aSyn tox rescue: alpha-synuclein toxicity suppression in yeast. S. cerevisiae alpha-synuclein toxicity rescue, BacTiter-Glo growth, 24 h. 94,000 tested, 0.02% active. AID 1347070. Potency, µM (series often up to 46.1 µM), for the others: at the highest dose growth rescue (activation), hits mostly activators; active means well fitted activation curve with a large enough effect; inconclusive means small, poorly fitted or top-dose-only effect; further: 0% is about no effect
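Growth restoration measured by BacTiter-Glo luminescence after 24 hr at 30 deg C; alpha-synuclein yeast, raffinose-pregrown to mid-log, were added at OD600=0.02 in galactose medium onto pinned compounds.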
* marks the source's active call; other numbers are inactive results; ? = inconclusive. Potency means the concentration at half of the fitted maximal effect. An excerpt (hit frequency here may not be typical).

SMILES	aSyn tox rescue
COc1ccc(S(=O)(=O)c2c[nH]c(=S)[nH]c2=O)cc1Cl	3%
Cc1cc(Nc2ccc(Br)cc2)nc(C)n1	1%
CCCCCOc1ccc(NC(=O)Cn2c(-c3nonc3N)nc3ccccc32)cc1	1%
Cc1ccc(NC(=O)c2cccn2-c2nnc(N3CCCCC3)s2)cc1Cl	?
COc1cc(NC(=O)C2CCN(C(=O)c3sc4nc[nH]c(=O)c4c3C)CC2)cc(OC)c1OC	-4%
CCOc1ccc(-c2nc(Cn3c(=O)cc(C)c4c(C)nn(-c5ccc(C)cc5)c43)c(C)o2)cc1	1%
O=C(CCNC(=O)c1ccco1)Nc1ccccc1OC(F)F	4%
Cc1cccc(NC(=O)CSc2nc3ccccc3nc2N2CCCC2)c1	7%
COc1ccc2c(c1)c1c(c(=O)n(-c3ccccc3C)c(=O)n1C)n2C	-8%
CC1=C(C(=O)Nc2cccc(C(F)(F)F)c2)C2(CCCCC2)OC1=O	1%
CC(C)C(C(=O)O)N1C(=O)/C(=C/c2cccn2C)SC1=S (stereo unspecified)	5%
CCOC(=O)c1c(-c2ccc(C)cc2)csc1NC(=O)c1cc(-c2ccc(Cl)cc2)on1	-7%
CC(C)CNC(=O)COC(=O)c1ccc(F)cc1Cl	5%
Cc1ccc(CNC(=O)CN2C(=O)C3(SCC(=O)N3c3ccc(F)cc3)c3ccccc32)cc1 (stereo unspecified)	1%
CCOc1ccccc1-n1cc2c(c1-c1ccc(OC)cc1)c(=O)n(C)c(=O)n2C	3%
O=C1NNC(c2ccccc2)=N/C1=C\c1ccc(Cl)cc1	8%
Cc1cc2oc(C(=O)Nc3ccc(S(=O)(=O)N(C)c4ccccc4)cc3)cc(=O)c2cc1C	-3%
O=C(NC(=S)N(CCO)Cc1ccccc1)c1ccc(S(=O)(=O)N2CCCC2)cc1	-4%
CCCNC(=O)COc1ccccc1[N+](=O)[O-]	11%
COC(=O)CCC(=O)NC(=S)Nc1c(C)cccc1C	6%

In a second layout: results already given
| molecule | aSyn tox rescue |
| --- | --- |
| CCCCCOc1ccc(NC(=O)Cn2c(-c3nonc3N)nc3ccccc32)cc1 | 1% |
| Cc1ccc(NC(=O)c2cccn2-c2nnc(N3CCCCC3)s2)cc1Cl | ? |
| COc1cc(NC(=O)C2CCN(C(=O)c3sc4nc[nH]c(=O)c4c3C)CC2)cc(OC)c1OC | -4% |
| CCOc1ccc(-c2nc(Cn3c(=O)cc(C)c4c(C)nn(-c5ccc(C)cc5)c43)c(C)o2)cc1 | 1% |
| O=C(CCNC(=O)c1ccco1)Nc1ccccc1OC(F)F | 4% |
| Cc1cccc(NC(=O)CSc2nc3ccccc3nc2N2CCCC2)c1 | 7% |
| COc1ccc2c(c1)c1c(c(=O)n(-c3ccccc3C)c(=O)n1C)n2C | -8% |
| CC1=C(C(=O)Nc2cccc(C(F)(F)F)c2)C2(CCCCC2)OC1=O | 1% |
| CC(C)C(C(=O)O)N1C(=O)/C(=C/c2cccn2C)SC1=S (stereo unspecified) | 5% |
| CCOC(=O)c1c(-c2ccc(C)cc2)csc1NC(=O)c1cc(-c2ccc(Cl)cc2)on1 | -7% |
| CC(C)CNC(=O)COC(=O)c1ccc(F)cc1Cl | 5% |
| Cc1ccc(CNC(=O)CN2C(=O)C3(SCC(=O)N3c3ccc(F)cc3)c3ccccc32)cc1 (stereo unspecified) | 1% |
| CCOc1ccccc1-n1cc2c(c1-c1ccc(OC)cc1)c(=O)n(C)c(=O)n2C | 3% |
| O=C1NNC(c2ccccc2)=N/C1=C\c1ccc(Cl)cc1 | 8% |
| Cc1cc2oc(C(=O)Nc3ccc(S(=O)(=O)N(C)c4ccccc4)cc3)cc(=O)c2cc1C | -3% |

Other compounds
SMILES	aSyn tox rescue
O=C(Nc1nc(-c2ccccn2)cs1)c1cccc(-n2cnnn2)c1	6%
NC(=O)c1ccsc1NC(=O)COC(=O)c1nc(Cl)ccc1Cl	-3%
CN(C)CCCNS(=O)(=O)c1ccc(N2CCN(Cc3ccc4c(c3)OCO4)CC2)c([N+](=O)[O-])c1	-3%
Cc1noc2ncnc(N3CCN(c4cccc(C(F)(F)F)c4)CC3)c12	-6%
O=C(O)c1ccc(CSc2nc3cccnc3n2Cc2cccc(F)c2)cc1	4%
CCC(C)(C)c1ccc(OCC(=O)N(C)C)c(C(C)(C)CC)c1	-20%
Cc1cc(C)cc(S(=O)(=O)c2cn(C)c3cc(N4CCCC4)c(F)cc3c2=O)c1	-5%
CCN(CC)C(=O)Oc1ccc2ccccc2c1Br	9%
CC(=O)c1ccc(NC(=O)CSc2nnc(-c3ccncc3)n2-c2ccccc2)cc1	1%
Cc1cccc(N2CCN(C(=O)c3cccn3-c3nnc(N4CCCCC4)s3)CC2)c1C	-9%
O=C(NCc1ccc(F)cc1)C1CCCN(c2nc3ccsc3c(=O)s2)C1 (stereo unspecified)	-9%
CC(C)c1ccc(S(=O)(=O)c2cnc(SCC(=O)Nc3cccc(C(F)(F)F)c3)nc2N)cc1	8%
COc1ccc(OC)c(NC(=O)CSc2cn(CC(=O)N3CCCCCC3)c3ccccc23)c1	8%
C=CCn1c(=N)n(CC(=O)c2ccc(OC)cc2)c2ccccc21	-6%
O=C1CCC(=O)N1CC(=O)N1CCCc2ccccc21	-3%
Cc1ccc(-c2cc(C(F)(F)F)n3nc(C(=O)NCC45CC6CC(CC(C6)C4)C5)cc3n2)cc1	-11%
CCSC1=N/C(=C\c2ccccc2)C(=O)N1c1ccc(OC)cc1	2%
O=C(COc1cccc2cccnc12)N/N=C/c1ccccc1O	10%
COc1ccc(C2OC(=O)CC2C(=O)N2CCN(c3cc(Cl)ccc3C)CC2)cc1OC (stereo unspecified)	10%
CCOc1ccc(CNC(=O)c2ccc(CSc3nc4ccncc4n3Cc3ccc(F)cc3)cc2)cc1	-27%
Cc1ccc(C(=O)NCCc2csc(-c3cccc(F)c3)n2)cc1C	9%
Cc1ccc(C)n1-c1ccsc1C(=O)CC#N	-3%
Cc1cc(C)c[n+](CC(=O)c2ccc(NC(=O)c3ccccc3)cc2)c1	-13%
Cn1c(=O)n(-c2ccc(Br)cc2F)c(=O)c2sc3ccccc3c21	-2%
Cc1ccccc1C(=O)N1CCN(CCc2ccccn2)CC1	5%
CCN(CC(=O)Nc1cc(Cl)ccc1C)C(=O)CSCc1c(C)noc1C	-15%
CCN(CC)S(=O)(=O)c1ccc2c(c1)N(CC(=O)N1CCCC1)C(=O)CO2	4%
CCn1cc(C(=O)OCC(=O)Nc2cc(C)cc(C)c2)c(=O)c2ccc(C)nc21	-7%
N#CCC(=O)N1CCCCCC1	11%
C/C(=N\Nc1ccccc1C(=O)O)c1ccncc1	-8%
O=C(Nc1ccc(S(=O)(=O)NCc2ccco2)cc1)c1cccc(F)c1	3%
CC(C)c1ccc(NC(=O)c2cc3c(s2)-c2ccccc2SC3)cc1	1%
Cc1ccc(OCC(=O)Nc2ccc3c(c2)OCO3)c([N+](=O)[O-])n1	-2%
CCCCOc1ccc(C2=NC(c3ccncc3)=Nc3ccc(Br)cc3N2)cc1	9%
CC(=O)c1cccc(NC(=O)CCCNC(=O)c2ccc(Cl)cc2)c1	-2%
CN(C)C(=O)c1cn(-c2ccc(Cl)cc2)c(=O)c2ccccc12	-4%
COc1ccccc1N1CCN(C(=O)CCSCc2ccccc2F)CC1	?
Cc1cc(C)c(NC(=O)Cn2c(=O)n(CCC(=O)NCc3ccc4c(c3)OCO4)c(=O)c3ccccc32)c(C)c1	-11%
CN(CC(=O)Nc1ccccc1Cl)C(=O)COc1cccc2c1OC(C)(C)C2	11%
CC(C)Cc1cc(C(=O)NCc2cccnc2)no1	-7%
COc1ccc(N(C(=O)c2ccccc2)S(=O)(=O)c2ccc3c(c2)n(C)c(=O)n3C)cc1	4%
COc1ccc(-c2onc(C)c2-c2ccc3c(c2)OCCO3)c(O)c1	-18%
Cc1nn(C)cc1S(=O)(=O)Nc1cccc(Cl)c1	4%
COC(=O)c1sc(N/N=C/c2ccc(C(C)C)cc2)nc1C	0%
Cc1ccc(C)c(S(=O)(=O)N2CCN(C(=O)C3CC3C)CC2)c1 (stereo unspecified)	2%
CC/C(=N\NC(=O)c1ccc(N(C)C)cc1)c1ccccc1	-5%
N#CC1(NC(=O)COC(=O)c2cc([N+](=O)[O-])ccc2N2CCCC2)CCCCC1	-4%
CN(C)CCN=c1cc(-c2ccccc2)oc2ccc(Cl)cc12	11%
Cc1ccc(S(=O)(=O)N2CCCCC2)cc1NC(=O)CSCC(=O)O	-4%
CCc1ccccc1NC(=O)Cn1nnc(-c2nc(-c3ccc(C)cc3)no2)c1N	2%
Cc1cc(C)cc(NC(=O)CSc2nc(-c3ccccc3)c3cc(F)ccc3n2)c1	-1%
COc1cc2c(=O)n(CCC(=O)NCC3CCCO3)c(=O)n(CC(=O)Nc3ccc(C)c(C)c3)c2cc1OC (stereo unspecified)	6%
CCc1ccc(NC(=O)CSc2nc3ccccc3nc2Cc2ccccc2OC)cc1	-19%
COc1cccc(C(=O)c2cn(CC(=O)Nc3ccc4c(c3)OCCO4)c3nc(C)ccc3c2=O)c1	9%
Cc1ccc(CN(C(=O)c2ccc([N+](=O)[O-])cc2)c2ccccn2)cc1	4%
CC(=O)c1ccc(NC(=O)CN2CCCCCC2)cc1	0%
O=C(COc1cccc(Br)c1)N/N=C/c1ccc2c(c1)OCCO2	0%
CC(C)(C)c1ccc(-c2nc(SCCCOc3ccccc3)n3[nH]c(=O)cc3n2)cc1	-2%
Cc1ccc(NC(=O)Cn2nc(Cc3ccncc3)c3ccccc3c2=O)c(Cl)c1	-2%
COc1ccccc1CCNC(=O)C(=O)NCCC1CCCCN1S(=O)(=O)c1ccccc1 (stereo unspecified)	0%

A second format for two compounds above:
molecule | aSyn tox rescue
CCCCCOc1ccc(NC(=O)Cn2c(-c3nonc3N)nc3ccccc32)cc1 | 1%
Cc1ccc(C)c(S(=O)(=O)N2CCN(C(=O)C3CC3C)CC2)c1 (stereo unspecified) | 2%

The listing continues:
SMILES	aSyn tox rescue
N#Cc1c(N2CCOCC2)nc(N)c2c(N)nc3c(c12)CC(CCl)O3 (stereo unspecified)	-6%
CN(c1ccccc1)C(CNS(=O)(=O)c1ccccc1)c1ccccc1 (stereo unspecified)	30%
CCOc1ccc(Nc2ncnc3c2c(-c2ccccc2)cn3-c2cccc(C)c2)cc1	-12%
COc1ccc(CNC(=O)C2Cc3cc(S(=O)(=O)N4CCCCCC4)ccc3N2C(C)=O)cc1 (stereo unspecified)	-16%
CCCOc1ccccc1C(=O)N1CCC(c2nc3ccccc3s2)CC1	-5%
Cc1ccc(S(=O)(=O)c2nc(-c3ccccc3F)oc2NCc2ccccc2)cc1	-3%
COc1ccc(C(=O)NCC(c2ccc3c(c2)OCO3)N2CCOCC2)cc1 (stereo unspecified)	2%
CCc1cccc2c(C(=O)COC(=O)/C=C/c3ccccc3OC)c[nH]c12	3%
O=C(Nc1cccc(-n2cnnn2)c1)C1CCCN(C(=O)Cc2cccc(Cl)c2)C1 (stereo unspecified)	-8%
CCN1CCN(c2ncc3c(n2)CCN(CC(C)C)C3)CC1	5%
Cc1cc(S(=O)(=O)Nc2cc3c(cc2NCc2ccccc2)n(C)c(=O)n3C)ccc1F	-8%
COc1ccc(/C=C/c2nc(C#N)c(N3CCCCC3)o2)cc1OC	-13%
O=C(O)c1ccc2nc3c(nc2c1)-c1ccccc1C3=O	8%
Cc1cc2oc(C(=O)N(Cc3ccc(N(C)C)cc3)Cc3ccco3)c(C)c2cc1Cl	-5%
CC(=O)Nc1ccc(Nc2nc3c(S(=O)(=O)c4cc(C)ccc4C)nnn3c3ccsc23)cc1	-4%
Cc1nc2ccc(S(=O)(=O)NC(C(=O)NCc3ccccc3Cl)C(C)C)cc2s1 (stereo unspecified)	1%
COc1ccc(NC(=O)Cc2c(C(=O)O)n(C)c3ccccc23)cc1OC	8%
C[C@@H]1CN([C@@H](C)CO)C(=O)c2cc(Br)cnc2O[C@H]1CN(C)C(=O)C1CC1	-5%
S=C(Nc1ccccc1)N1N=C(c2cccs2)CC1c1cccs1 (stereo unspecified)	20%
CC1=CC(c2ccc(Cl)cc2)n2nc(NC(=O)CCC(=O)O)nc2N1 (stereo unspecified)	4%
COC(=O)c1cc(NC2c3ccccc3C(=O)N2c2cccnc2)cc(C(=O)OC)c1 (stereo unspecified)	0%
CCOc1ccc(S(=O)(=O)Nc2ccc(C(=O)N(C)CC(=O)Nc3ccc(OC)cc3)cc2)cc1	-2%
Cc1ccc(OCC(=O)O/N=C(\N)c2cccc([N+](=O)[O-])c2)cc1C	-9%
Cc1ccc2c(c1)Cc1c(nc(-c3ccc(Cl)cc3)nc1SCC(=O)N1CCCCC1)O2	-8%
O=C(Nc1cc(C(F)(F)F)ccc1-n1cncn1)c1ccc([N+](=O)[O-])o1	-4%
CC(=O)Nc1ccc(NC(=O)C2CCCN2C(=O)Nc2ccc(F)c([N+](=O)[O-])c2)cc1 (stereo unspecified)	-4%
Cc1cc(Nc2cccc(Cl)c2C)n2nc(Cc3ccccc3)nc2n1	3%
CSC[C@H]1CN(CCc2ccccc2)C(=O)[C@@H]1CC(=O)Nc1ccccc1	0%
Cc1cccc(CCNC(=O)c2ccc3c(c2)nc2n3CCCCC2)c1	-6%
COc1ccccc1OCc1ccc(C(=O)NC2CCCCC2)o1	3%
CCCOc1ccc(S(=O)(=O)N2CCN(C)CC2)c2ccccc12	2%
Nc1ncc(N=Nc2cc(C(=O)O)ccc2Cl)s1	-1%
Cc1ccccc1OCC(=O)NCC(C)(C)N1CCOCC1	4%
O=C(Nc1cccc(S(=O)(=O)N2CCOCC2)c1)c1cc2ccccc2o1	-11%
Cc1cc2c(cc3c(SCc4ccc(Cl)cc4)nnc(C)n32)o1	26%
O=C(O)c1cccc(S(=O)(=O)Nc2ccc(OCc3ccccc3)cc2)c1	6%
O=c1c2cc(Cl)ccc2nc(-c2ccc([N+](=O)[O-])cc2)n1O	-8%
COc1ccc(C(=O)Nc2ccc3nc(SCC(=O)N4CCOCC4)sc3c2)cc1	-8%
COCCNC(=O)CSc1cn(CC(=O)N2CCCCCC2)c2ccccc12	-9%

Screening results from PubChem BioAssay.
